# GCN5L2 inh: inhibitors of human GCN5L2 histone acetyltransferase | Potency, µM (titrated, usually from 58.9 µM), inactives show at the top dose activity change, negative = inhibition, most hits filed as inhibitors | actives 0.21% (n = 390,000) | GCN5L2 HAT assay, ThioGlo1 CoA-SH fluorescence
# Target sequence (Q92830 whole entry, looked up): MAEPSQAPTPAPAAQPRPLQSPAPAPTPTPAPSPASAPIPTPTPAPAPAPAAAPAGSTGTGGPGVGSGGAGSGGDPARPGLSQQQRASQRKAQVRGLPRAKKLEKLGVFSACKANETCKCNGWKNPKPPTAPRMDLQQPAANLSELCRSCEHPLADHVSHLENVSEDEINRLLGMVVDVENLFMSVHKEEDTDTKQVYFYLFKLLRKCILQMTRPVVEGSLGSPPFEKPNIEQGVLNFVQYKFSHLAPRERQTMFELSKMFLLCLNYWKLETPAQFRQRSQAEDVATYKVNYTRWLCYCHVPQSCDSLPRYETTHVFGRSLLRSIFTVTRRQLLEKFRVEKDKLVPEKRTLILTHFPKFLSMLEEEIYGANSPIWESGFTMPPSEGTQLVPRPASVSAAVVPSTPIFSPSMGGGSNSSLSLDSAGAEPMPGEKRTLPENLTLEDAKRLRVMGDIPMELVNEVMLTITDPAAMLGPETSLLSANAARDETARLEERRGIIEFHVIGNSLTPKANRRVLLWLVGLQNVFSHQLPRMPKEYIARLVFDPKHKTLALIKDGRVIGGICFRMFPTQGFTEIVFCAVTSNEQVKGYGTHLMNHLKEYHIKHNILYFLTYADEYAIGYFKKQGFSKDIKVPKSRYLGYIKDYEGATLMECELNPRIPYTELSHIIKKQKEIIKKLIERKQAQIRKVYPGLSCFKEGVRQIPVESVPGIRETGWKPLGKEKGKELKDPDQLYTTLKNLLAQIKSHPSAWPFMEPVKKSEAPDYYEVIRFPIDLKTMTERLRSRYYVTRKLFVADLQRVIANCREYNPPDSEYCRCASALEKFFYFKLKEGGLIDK
#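 Compounds, pin-transferred from DMSO stocks, meet 20nM GCN5L2 for 15 min before the reaction begins with H3(1-25) peptide (75uM) and acetyl-CoA (70uM). Thiol-reactive ThioGlo1 reports CoA release over 20 min at room temperature.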
# FEN1 inh: inhibitors of human flap endonuclease 1; Potency, µM (doses to about 114 µM), for inactives: at the top dose activity change, negative = inhibition, hits mostly inhibitors; AID 588795; P39748; actives 0.35% (n = 390,000); Recombinant FEN1 flap cleavage, fluorescence, 15 min; further: nearly all actives have a fitted effect of over 65% in size
#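 Read-out was taken twice, immediately and after 15 min, following addition of 50 nM substrate to 10 nM FEN1 that had sat with test compound for 15 min at room temperature. Curves came from a four-parameter Hill model.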
# N370S GC mod: inhibits or activates N370S mutant glucocerebrosidase. actives 0.092% (n = 330,000). AID 2101. P04062. N370S GC spleen homogenate, 4MU-glucoside fluorescence. Potency, µM (highest dose often 59.4 µM), without a hit: at the top dose activity change, negative = inhibition, hits mostly inhibitors;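 further: 0% = full enzyme activity and -100% = no enzyme basal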
# An asterisk follows results filed as active; ? = inconclusive; nt = no result given; & = joins results of further samples; [ ] = dose if it differs, or a comment. The call rests on the fitted dose curve; in most records, active means well fitted curve in the direction sought with a large enough effect; inconclusive means small, poorly fitted or top-dose-only effect, or another doubt; inactive means no such curve, though single readings can be large; an effect the other way counts as inactive or inconclusive. Unless noted, on the % scale 0 is the no-effect control and ±100 the full control effect; potency means the concentration at half of the fitted maximal effect. A portion of the library. The share of hits here may be higher or lower than overall.
SMILES,GCN5L2 inh,FEN1 inh,N370S GC mod
COc1ccc(C(=O)Nc2cc3c(cc2N2CCCCC2)n(C)c(=O)n3C)cc1OC,-9.0%,-19.3%,-0.2%
Cc1ccc2oc(=O)c3cc(C(=O)NCCN4CCN(C)CC4)sc3c2c1,-4.4%,3.8%,4.1%
COc1ccc(NC(=O)CSc2nc(C)cs2)c([N+](=O)[O-])c1,2.0%,6.2%,nt
CC(C)[C@H](NC(=O)c1cc2cc(Cl)ccc2n1C)C(=O)N1CCC(C(=O)O)CC1,-0.8%,-0.1%,1.0%
Cc1ccc(S(=O)(=O)N2CCOCC2)cc1NC(=O)CSc1nnc(NC2CC2)s1,2.2%,-5.9%,nt
COC(=O)c1c(Cl)c2n3ccccc3c(C)c(-c3ccccc3)c-2c1C(=O)OC,-5.8%,-1.1%,4.4%
CCNc1nc(Oc2ccc(F)cc2)cc(C(F)(F)F)n1,-3.8%,-20.1%,10.8%
Cn1c(Cn2cnc([N+](=O)[O-])n2)nnc1SCC(=O)Nc1ccc(Br)cc1,-4.3%,3.2%,-1.9%
N=C1/C(=C\c2ccc(OCc3ccccc3)cc2)C(=O)N=C2SC(N3CCCC3)=NN12,-13.7%,nt,3.4%
CC(=O)N1CCc2cc(S(=O)(=O)NCCCN3CCN(Cc4ccccc4)CC3)ccc21,-1.6%,7.3%,2.5%
CCn1c(SCC(=O)c2c(N)n(C3CC3)c(=O)[nH]c2=O)nc2cc(S(N)(=O)=O)ccc21,2.2%,3.0%,nt
O=C(Nc1ccncc1)Nc1ccc(F)cc1,1.0%,0.7%,-0.2%
O=C(CN1C(=O)c2ccccc2S1(=O)=O)NC1CC2CCC1C2 (stereo not given),0.3%,20.9%,4.8%
Cc1ccc(-c2nnc(Nc3ccccc3)o2)cc1,?,8.9%,9.7%
CN(C)C(=S)NCc1ccccc1,-13.3%,-4.4%,8.1%
COc1ccc(S(=O)(=O)Nc2ccc3c(c2)COC3=O)cc1OC,-2.9%,-13.2%,-3.0%
CC(=O)N(Cc1ccccc1)Cc1cn(CCC#N)nc1-c1cccc([N+](=O)[O-])c1,-11.8%,-14.1%,-7.1%
COc1cccc(CNC(=O)c2ccc(CS(=O)(=O)Cc3ccccc3C)o2)c1,0.0%,20.2%,-5.1%
O=C(CCCCCn1c(=O)[nH]c2ccccc2c1=O)N1CCN(c2cccc(C(F)(F)F)c2)CC1,-14.8%,2.5%,nt
COc1c2ccoc2nc2c(OC)c(OCC(O)C(C)(C)O)ccc12 (stereo not given),?,6.6%,1.5%&0.3%&7.8%

# Complete entries from above. Screens in order: GCN5L2 inh | FEN1 inh | N370S GC mod
# COC(=O)c1c(Cl)c2n3ccccc3c(C)c(-c3ccccc3)c-2c1C(=O)OC as listed: -5.8% | -1.1% | 4.4%
# CCNc1nc(Oc2ccc(F)cc2)cc(C(F)(F)F)n1 as listed: -3.8% | -20.1% | 10.8%

# Remaining list, next part.
SMILES,GCN5L2 inh,FEN1 inh,N370S GC mod
CCC(=O)O[C@@]1(C(=O)CCl)[C@@H](C)C[C@@H]2[C@H]3CCC4=CC(=O)C=C[C@@]4(C)[C@]3(F)[C@@H](O)C[C@@]21C,4.2%[21.4 µM],nt,-1.2%[21.6 µM]
CCCN(C(=O)c1cc2c(=O)oc3ccccc3c2s1)c1ccccc1C,-12.7%,-1.9%,nt
Cc1ccc(OCC(=O)c2cc(C)n(Cc3cccs3)c2C)c([N+](=O)[O-])n1,-2.5%,-1.7%,11.0%
CCCc1nc2ccc(NC(=O)c3ccco3)cc2c(=O)n1Cc1ccccc1Cl,-13.1%,-21.5%,-1.4%
COc1ccc(C(C(=O)NC2CCCC2)N(C(=O)Cc2cccs2)C2CC2)cc1OC (stereo not given),-3.6%,3.2%,6.9%
CC(=O)c1sc2nc(C)cc(C)c2c1N,4.5%,-2.8%,13.3%
COc1cccc(N(C(=O)c2snc(C(N)=O)c2N)C(C(=O)NCC2CCCO2)c2c[nH]c3ccccc23)c1 (stereo not given),-6.4%,-17.6%,-7.9%
CCOC(=O)CNC(=O)c1cnc(Nc2ccccc2OC)c2ccccc12,-2.0%,-6.8%,1.1%
COC(=O)c1cccc(NC(=O)CCNC(=O)c2ccc([N+](=O)[O-])cc2)c1,-0.8%,4.9%,-2.0%
Oc1ccc(N2CCN(C(c3cccnc3)c3nnnn3Cc3ccccc3)CC2)cc1 (stereo not given),-10.4%,-5.9%,?
CCOC(=O)C1=C(C)NC(=O)NC1c1ccc(OC)c(CN2CCOCC2)c1 (stereo not given),-0.5%,9.0%,2.6%
COc1ccc(C(=O)CSc2nc3ccccc3n2CC(=O)c2ccccc2)cc1,-6.5%,-10.6%,22.6%
CCn1c(=O)c([N+](=O)[O-])c(NCc2ccco2)c2ccccc21,-4.1%,?,9.6%
COc1ccc(-c2cc(C(F)(F)F)n3nc(C(=O)N4CCN(C(=O)c5ccco5)CC4)cc3n2)cc1,-9.4%,4.2%,-0.9%
CCn1c(=O)c([N+](=O)[O-])c(NC2CCS(=O)(=O)C2)c2ccccc21 (stereo not given),1.5%,-1.3%,-1.2%
C=C[C@]1(C)C=C2CCC3[C@](C)(CCC[C@@]3(C)C(=O)O)C2CC1 (stereo not given in full),-27.4%,-16.2%,-3.4%
CC(C(=O)Nc1ccc(OCc2ccccc2)cc1)N1CCCC1 (stereo not given),-6.5%,-1.1%,2.1%
NC(=O)CSc1nnc(-c2cc(-c3ccc(Cl)cc3)nc3ccccc23)o1,-7.9%,-0.2%,24.1%
CCCc1nnc(NC(=O)CN2CCN(C)CC2)s1,nt,1.5%,0.7%
Cc1cc(Nc2ccc(C)c(C)c2)n2nc(C)nc2n1,-0.1%,21.1%,1.5%
CC(c1ccco1)N(C(=O)Nc1ccc(Cl)cc1)c1ccccn1 (stereo not given),-1.6%,-6.1%,1.5%
CCCCn1c(NCc2ccncc2)nc2ccccc21,-4.9%,1.1%,-2.2%
Cc1cc(C)cc(C(=O)NN2CCOCC2)c1,0.9%,-0.1%,2.0%
O=C(COC(=O)/C=C/c1ccccc1)NCc1ccc2c(c1)OCO2,-4.4%,-10.5%,nt
O=C(Cn1nnc(-c2ccccc2)n1)NCc1cccs1,-3.6%,1.3%,6.5%
CCOc1ccc(N2C(=O)CC(N3CCN(C(=O)c4ccco4)CC3)C2=O)cc1 (stereo not given),-3.2%,0.0%,3.9%
CCCCc1ccc(-c2ccc(C)cc2O)nc1,0.2%,-12.0%,12.7%
CN(CC(=O)Nc1ccc(F)cc1)C(=O)CSc1ncccn1,-8.4%,9.2%,-1.7%
Cc1ccc(C2=NS(=O)(=O)N(C)C(C(=O)NC(C)c3ccccc3)=C2)cc1 (stereo not given),-11.4%,1.3%,-3.5%
N#Cc1ccsc1NC(=O)CN1CCN(S(=O)(=O)c2cc(Cl)ccc2Cl)CC1,-0.4%,9.7%,-26.3%
CCOCCCNC(=O)CS(=O)(=O)Cc1nc(-c2cccc(OC)c2)oc1C,?,-2.0%,0.9%
COc1ccc(/C=C/c2noc(-c3ccccc3OC(C)=O)n2)cc1,-3.4%,-2.4%,-1.3%
Cc1ccc(S(=O)(=O)NC(=O)Nc2c(C)n(C)n(-c3ccccc3)c2=O)cc1,-3.0%,12.7%,4.2%
O=[N+]([O-])c1ccc(S(=O)(=O)N/N=C/c2cccs2)cc1,-0.3%,-2.5%,-17.5%
COc1ccc2c(c1)[nH]c1c(=O)n(CCN3CCCC3)cnc12,-0.1%,-9.5%,1.8%
O=C(Nc1ccnn1C1CCN(Cc2cc(Cl)ccc2O)CC1)C1CC1,-1.0%,-18.4%,-25.6%
COc1ccc(CN2CCN(C3CCSCC3)CC2CCO)c(C)c1C (stereo not given),?,-3.2%,8.7%
CCOC(=O)C1=C(C)NC(=O)C(C(N)=O)C1c1ccccc1 (stereo not given),-4.7%,-5.9%,9.3%
O=C(/C=C/Nc1ccc(S(=O)(=O)Nc2cnc3ccccc3n2)cc1)c1ccccc1,-6.0%,4.4%,10.0%
CC1(C)NC(=O)N(CCCOc2ccc3c(c2)CCC3)C1=O,0.6%,6.6%,-2.0%
S=c1[nH]nc(-c2cc3c(s2)-c2ccccc2CC3)o1,?,-17.7%,13.4%
COc1ccc(OC)c(NC(=O)CNC(=O)Cn2c(C)cc3ccccc3c2=O)c1,0.0%,8.4%,6.5%
O=C(N/N=C/c1cccnc1)NC12CC3CC(CC(C3)C1)C2,-4.0%,5.7%,?
Cc1cc(N2CCCCC2)nc(NCc2ccccc2)n1,34.2%,2.3%,2.2%
CC1CCN(CCCNC(=O)c2nn(C)c3c2CS(=O)(=O)c2ccccc2-3)CC1,-3.4%,-1.3%,1.6%
Cc1ccc(NC(=O)N2CCC(C(N)=O)CC2)cc1,-1.5%,-3.2%,1.2%
CCc1ccc(OCC(=O)NCC(c2ccc(Cl)cc2)N2CCOCC2)cc1 (stereo not given),-3.9%,3.9%,nt
O=C(Nc1ccccc1Oc1ccccc1)C1CCCC1,2.2%,2.7%,14.8%
C=CCc1ccccc1OCCNCCCOC,-4.8%,2.5%,0.8%
CCc1nc(NCc2ccccn2)c2oc3ccccc3c2n1,-2.1%,-13.5%,16.2%
CCOCCCNC(=O)NC(=O)CN1CCN(S(=O)(=O)c2ccc3c(c2)OCCO3)CC1,-3.5%,-14.9%,-0.5%
O=C(NCc1ccc2c(c1)OCO2)C1CCCN1C(=O)Nc1cccc(Cl)c1 (stereo not given),-4.4%,-8.4%,-0.7%
CCOCCCNC(=O)Cn1nc(Cc2ccncc2)c2ccccc2c1=O,-2.8%,4.1%,-9.2%
Cc1ccc(-c2nc3ncccn3c2NC2CCCCC2)o1,-8.6%,1.9%,-26.0%
CC1CCN(C(=O)CSc2nc3cccnc3n2C)CC1,-23.8%,-4.7%,9.1%
CCN(Cc1ccccc1)Cc1c(O)ccc2c(=O)c(-c3ccc(Cl)cc3Cl)coc12,-3.7%,14.6%,nt
COc1ccc2nc(Nc3nc(C)c(CCC(C)C)c(=O)[nH]3)nc(C)c2c1,1.0%,-5.7%,-8.1%
CC(C)CN(C(=O)CN1CCC(C)CC1)c1c(N)n(CC(C)C)c(=O)[nH]c1=O,-5.5%,-6.3%,-3.1%
CN1\C(=C/C=C/C=C/C=[N+](C)C)C(C)(C)c2ccccc21,11.4%,89.1µM*,-0.9%
CCNC(=O)N1c2ccccc2Sc2ccccc21,-7.7%,0.8%,5.4%

# In another format: entries from further up
canonical_smiles	GCN5L2 inh	FEN1 inh	N370S GC mod
CCOCCCNC(=O)CS(=O)(=O)Cc1nc(-c2cccc(OC)c2)oc1C	?	-2.0%	0.9%
COc1ccc(/C=C/c2noc(-c3ccccc3OC(C)=O)n2)cc1	-3.4%	-2.4%	-1.3%
Cc1ccc(S(=O)(=O)NC(=O)Nc2c(C)n(C)n(-c3ccccc3)c2=O)cc1	-3.0%	12.7%	4.2%
O=[N+]([O-])c1ccc(S(=O)(=O)N/N=C/c2cccs2)cc1	-0.3%	-2.5%	-17.5%
COc1ccc2c(c1)[nH]c1c(=O)n(CCN3CCCC3)cnc12	-0.1%	-9.5%	1.8%
O=C(Nc1ccnn1C1CCN(Cc2cc(Cl)ccc2O)CC1)C1CC1	-1.0%	-18.4%	-25.6%
COc1ccc(CN2CCN(C3CCSCC3)CC2CCO)c(C)c1C (stereo not given)	?	-3.2%	8.7%
CCOC(=O)C1=C(C)NC(=O)C(C(N)=O)C1c1ccccc1 (stereo not given)	-4.7%	-5.9%	9.3%
O=C(/C=C/Nc1ccc(S(=O)(=O)Nc2cnc3ccccc3n2)cc1)c1ccccc1	-6.0%	4.4%	10.0%
CC1(C)NC(=O)N(CCCOc2ccc3c(c2)CCC3)C1=O	0.6%	6.6%	-2.0%
S=c1[nH]nc(-c2cc3c(s2)-c2ccccc2CC3)o1	?	-17.7%	13.4%
COc1ccc(OC)c(NC(=O)CNC(=O)Cn2c(C)cc3ccccc3c2=O)c1	0.0%	8.4%	6.5%
O=C(N/N=C/c1cccnc1)NC12CC3CC(CC(C3)C1)C2	-4.0%	5.7%	?
Cc1cc(N2CCCCC2)nc(NCc2ccccc2)n1	34.2%	2.3%	2.2%
CC1CCN(CCCNC(=O)c2nn(C)c3c2CS(=O)(=O)c2ccccc2-3)CC1	-3.4%	-1.3%	1.6%
Cc1ccc(NC(=O)N2CCC(C(N)=O)CC2)cc1	-1.5%	-3.2%	1.2%
CCc1ccc(OCC(=O)NCC(c2ccc(Cl)cc2)N2CCOCC2)cc1 (stereo not given)	-3.9%	3.9%	nt
O=C(Nc1ccccc1Oc1ccccc1)C1CCCC1	2.2%	2.7%	14.8%
C=CCc1ccccc1OCCNCCCOC	-4.8%	2.5%	0.8%
CCc1nc(NCc2ccccn2)c2oc3ccccc3c2n1	-2.1%	-13.5%	16.2%
CCOCCCNC(=O)NC(=O)CN1CCN(S(=O)(=O)c2ccc3c(c2)OCCO3)CC1	-3.5%	-14.9%	-0.5%
O=C(NCc1ccc2c(c1)OCO2)C1CCCN1C(=O)Nc1cccc(Cl)c1 (stereo not given)	-4.4%	-8.4%	-0.7%
